P. falciparum M1AAP – P. falciparum M1AAP inhibitors, biochemical, fluorogenic H-Leu-NHMec substrate, 1536-well (AID 1445). Aminopeptidase N (Plasmodium falciparum (isolate 3D7)). recombinant M1AAP, H-Leu-NHMec fluorogenic kinetic assay; higher % means a stronger effect. inhibition, % at 30 µM; hits with a dose series show IC50 in µM. 220,000 compounds, 0.42% hits;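 active = primary inhibition above the hit cutoff, then over 50% inhibition at one or more dose response concentrations, cut at about 23% in these data, passing the limit was not always enough; inconclusive = conflicting primary data, or primary hits not chosen for dose response; inactive = low primary inhibition, or under 50% at every dose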;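 note: plate controls were DMSO full reaction for no effect and no enzyme background for full effect; strong numbers were not always called active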
TNAP activation fold – human TNAP enzyme activators, primary screen, biochemical, luminescent, no phosphate acceptor, uHTS (AID 1001); purified TNAP, luminescent activation assay, no phosphate acceptor; higher activation fold means a stronger effect; activation fold at 20 µM, or EC50 in µM where a hit was titrated; 200,000 compounds, 0.03% hits; in the data active = activation fold from about 3, or a potency from the dose series; inactive = the rest, 99 in 100 with activation fold below about 1.6; note: many of its hits are not listed in these tables
human PMI inhibition – inhibitors of human PMI, primary screen, biochemical, fluorescence intensity, coupled assay (AID 1209) | purified PMI enzyme, coupled fluorescence intensity; higher % means a stronger effect | 190,000 compounds, 0.42% hits | inhibition, % at 20 µM; hits with a dose series show IC50 in µM;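 note: plate controls were DMSO vehicle for no effect and wells lacking substrate for full effect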
CSM14.1 death rescue – rescue of cells from ER stress-induced death, primary screen, 384-well, CSM14.1, thapsigargin, ATP luminescence (AID 1222). one-dose cellular ATP content (survival), % at 20 µM; EC50 in µM for titrated hits. 190,000 tested, under 10 active. CSM14.1 thapsigargin-induced death rescue, ATP luminescence; higher % means a stronger effect;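 active = EC50 below 50 µM in the dose-response confirmation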;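 note: death triggered by thapsigargin at about 15 µM added after 2 h compound pretreatment; cell ATP read after overnight thapsigargin exposure of roughly 18 to 22 hours; normalized against plate controls of thapsigargin alone and 5% DMSO vehicle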
human PMI inhibitors – human PMI inhibitors, high substrate, primary screen, biochemical, fluorescence intensity, high mannose 6-phosphate (AID 1220); Mannose-6-phosphate isomerase (Homo sapiens); recombinant PMI enzyme, coupled fluorescence intensity; higher % means a stronger effect; inhibition, % at 20 µM; hits with a dose series show IC50 in µM; 190,000 compounds, 0.66% hits
Myeloid diff 2 – induction of myeloid progenitor differentiation, primary screen, cell-based, flow cytometry, MLPCN library; ER-HoxA9 myeloid progenitors, lysozyme-GFP differentiation; 360,000 compounds, 1% hits; AID 624256, 2012; calls only at 10 µM;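 active = normalized GFP-positive differentiation at or above the plate's own cutoff, the solvent-only control mean plus 3 SD; inconclusive = no clear call, values can overlap the other calls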;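 note: cells exposed to compound for four days before flow analysis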
P. falciparum M17LAP – P. falciparum M17LAP inhibitors, primary screen, biochemical, fluorogenic H-Leu-NHMec substrate, 1536-well (AID 1619). one-dose inhibition, % at 30 µM; IC50 in µM for titrated hits. recombinant M17LAP, H-Leu-NHMec fluorogenic kinetic assay; higher % means a stronger effect. 220,000 compounds, 0.38% hits. Leucine aminopeptidase (Plasmodium falciparum (isolate 3D7));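 active = compound inhibiting the enzyme by more than half at any dose during confirmatory dose-response retesting; inconclusive = strong single-dose inhibitors picked by rank but not retested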;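 note: plate controls were full reaction with DMSO carrier for no effect and no enzyme background for full effect; strong numbers were not always called active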
LYP phosphatase – inhibitors of LYP phosphatase, biochemical, fluorescence intensity, uHTS (AID 1779); Tyrosine-protein phosphatase non-receptor type 22 (Homo sapiens); recombinant LYP phosphatase, fluorescence intensity; higher % means a stronger effect; inhibition, % at 11.5 µM; hits with a dose series show IC50 in µM; 290,000 compounds, 0.054% hits;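 note: plate controls were vehicle with enzyme for no effect and no enzyme for full effect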
XIAP displacement – XIAP antagonists, biochemical, IAP family, fluorescence polarization (AID 1018) | E3 ubiquitin-protein ligase XIAP (Homo sapiens) | XIAP BIR domain, fluorescence polarization peptide displacement; higher % means a stronger effect | displacement, % at 20 µM, or IC50 in µM where a hit was titrated | 200,000 compounds, 0.007% hits; in the data active = displacement above about 50%; note: a part of the inactive calls stands beside numbers as strong as those of hits
Myeloid diff 2 GFP+ MAC1+ % – also measured in Myeloid diff 2; calls as there; GFP+ MAC1+ double positive, %; measured here: differentiation confirmed by MAC1 staining
An asterisk follows results filed as active; i = inactive; ? = inconclusive; / = not tested or not shown; + = active, no number. Cut-off read from the data, not from the text of the source, unless noted: active = inhibition above about 50%; inactive = the rest.

SMILES	P. falciparum M1AAP	TNAP activation fold	human PMI inhibition	CSM14.1 death rescue	human PMI inhibitors	Myeloid diff 2	Myeloid diff 2 GFP+ MAC1+ %	P. falciparum M17LAP	LYP phosphatase	XIAP displacement
COc1ccc(/C=C/C(=O)c2cc(F)ccc2OC(=O)c2ccc(OC)c(OC)c2)cc1OC	2%	1.1	0%	-1.8%	-4%	i	0.2	2%	1%	-6.1%
CCn1cc(C(=O)NCc2ccc(Cl)cc2)c(=O)c2cc(S(=O)(=O)N3CCOCC3)ccc21	7%	1.1	9%	/	9%	i	5.9	-7%	7%	15%
CCOC(=O)C1CCN(C(=O)c2cn(-c3ccccc3)nc2-c2cccnc2)CC1	/	1	2%	-1.8%	3%	/	/	/	-3%	-2.0%
COCC(=O)N(Cc1ccc(OC)cc1)Cc1nc2ccccc2c(=O)[nH]1	9%	1.1	6%	/	3%	i	1.2	7%	-1%	-7.4%
O=C(Cn1cnc2ccccc21)N1CCN(S(=O)(=O)c2ccccc2)CC1	-5%	1	-11%	-0.3%	1%	i	0.1	-3%	3%	-13%
CC1(C)CC(=O)C2=C(C1)Nc1ccccc1NC2c1cccnc1 (stereo not drawn)	-1%	1.1	-8%	-0.8%	-12%	i	0.5	34%	-1%	-2.9%
Cn1cc(-c2cccc(Cl)c2)cc(C#N)c1=O	2%	1.1	-5%	0.1%	-1%	i	0.0	-6%	-9%	-1.8%
O=C1[C@@H]2Cc3ccccc3CN2C(=O)N1c1cccc(F)c1	4%	1	10%	-1.0%	-1%	i	0.0	-9%	1%	-2.0%
COc1ccc(C2CC(=O)Oc3c(C(CCN4CCCC(C)C4)c4ccc(N(C)C)cc4)c(OC)cc(OC)c32)cc1 (stereo not drawn)	12%	/	/	/	/	i	1.6	22%	-7%	/
CCOC(=O)c1sc2ccc(S(=O)(=O)N3CC(C)CC(C)C3)cc2c1N (stereo not drawn)	8%	1	3%	-3.4%	6%	i	2.0	22%	-2%	-1.0%
CSc1ccccc1NC(=O)NCCCl	-1%	1.1	-27%	-0.9%	-15%	i	0.5	1%	-1%	-3.6%
C=CCNc1nc(-c2ccc(O)c(C(N)=O)c2)cs1	6%	1.1	15%	3.8%	6%	i	1.2	2%	-10%	-1.9%
Cc1cc(C)cc(NC(=O)N(CCC#N)Cc2cccs2)c1	8%	/	/	/	/	i	0.9	10%	-6%	/
O=C(NCCN1C(=O)S/C(=C\c2ccccc2F)C1=O)C1CCCN1C(=O)c1cccs1 (stereo not drawn)	13%	1	6%	-1.6%	22%	i	0.9	15%	0%	-9.9%
NNC(=O)c1sc2cc(C(F)(F)F)cnc2c1-c1cccnc1	10%	1.2	4%	-1.7%	-2%	i	0.3	7%	-1%	0.3%
O=C(O)c1ccc(N2C(=O)c3cccc4c(C(=O)O)ccc(c34)C2=O)cc1	10%	1.1	-16%	-0.3%	-2%	i	0.4	26%	10%	-2.2%
COc1ccc(N(CC(=O)NCc2ccc3c(c2)OCO3)S(C)(=O)=O)cc1OC	7%	1.1	2%	-1.0%	0%	i	1.0	7%	-9%	-3.7%
CCCSc1nnc(N)s1	2%	1	-8%	-3.7%	-10%	i	0.3	-3%	-6%	6.8%
COc1ccc(CCc2nnc(CCC(=O)NCc3cnc4ccccn34)o2)cc1	1%	1	9%	2.8%	8%	i	0.3	1%	-2%	-4.2%
Cc1cccc(C)c1NC(=O)COC(=O)c1cccnc1	-7%	1.1	11%	-0.5%	9%	i	0.7	-2%	-2%	-6.0%
Cc1ccnn1CC(=O)N/N=C/c1ccc([N+](=O)[O-])s1	4%	/	/	/	/	+	1.2*	12%	-8%	/
O=C(C1CCN(S(=O)(=O)c2cccc([N+](=O)[O-])c2)CC1)N1CCOCC1	2%	1.1	1%	1.5%	-2%	i	0.3	12%	-2%	-3.5%
O=C(CCC(=O)OCC(=O)c1cccc([N+](=O)[O-])c1)Nc1ccccc1Cl	1%	1.1	-8%	-2.4%	-9%	i	0.7	6%	1%	-2.0%
Cn1c(=O)c2c(nc(SCc3cccnc3)n2Cc2ccc(F)cc2)n(C)c1=O	1%	1.1	1%	-0.7%	-2%	?	/	-2%	-7%	-4.8%
Cc1cc(C(F)(F)F)nn1CC(=O)NCC1CCCO1 (stereo not drawn)	-2%	1.1	-14%	0.2%	-6%	i	7.0	5%	-2%	-3.2%
CCN1c2ccccc2N(C)C1(C)c1ccccc1 (stereo not drawn)	5%	1	61%*	-2.1%	14µM*	i	4.4	4%	-4%	-3.8%
O=c1oc2ccccc2c(Nc2cccc3ccccc23)c1[N+](=O)[O-]	11%	1	5%	-0.8%	6%	i	2.2	-13%	4%	-6.2%
CC1CCCC(C)N1C(=O)CSc1nc2ccccc2s1 (stereo not drawn)	0%	1.1	9%	2.6%	0%	i	1.0	8%	-3%	-3.7%
CCN(CC)S(=O)(=O)c1cc(NC(=O)CSc2nnc(-c3cccs3)o2)ccc1C	19%	1.1	4%	1.2%	6%	i	0.4	-2%	8%	-20%
CCCc1noc2c1C(c1cc(Br)ccc1F)C(C#N)=C(N)N2 (stereo not drawn)	8%	1.1	15%	-1.3%	17%	i	0.2	0%	-2%	-1.1%
COc1cc(/C=N/n2cnnc2)ccc1OCC(=O)N1CCOCC1	4%	1.1	-6%	-2.7%	-4%	i	0.7	17%	5%	-10%
Cc1cccc(N2C(=O)C(CC(=O)Nc3cccc(F)c3)N(CCc3ccncc3)C2=O)c1 (stereo not drawn)	3%	1.1	-22%	-1.7%	-14%	i	0.0	1%	-2%	-1.9%
Cc1ccc(C(=O)NC(=S)Nc2ccc3[nH]c(=O)[nH]c3c2)c(C)c1	5%	1.1	2%	-0.3%	8%	i	0.4	3%	-10%	0.8%
CCOC(=O)N1CCN(c2c(F)cc3[nH]c(=S)[nH]c3c2Br)CC1	-4%	1.2	-15%	-2.5%	-48%	i	5.8	5%	-4%	-3.1%
Cc1ccc(NC(=O)CCn2cnc3ccccc3c2=O)c(C)c1	4%	1	9%	1.2%	5%	i	0.4	-2%	-3%	-4.2%
CCC1CCCCN1C(=S)NC(=O)c1cccs1 (stereo not drawn)	30µM*	1	1%	0.0%	-2%	i	0.3	11%	-8%	-5.8%
Cc1ccccc1-c1nnc(SCC(=O)NC2CCCCC2)o1	-6%	1	-2%	-1.1%	0%	i	0.9	-2%	6%	-4.0%
O=C(COc1cccnc1[N+](=O)[O-])Nc1cc(S(=O)(=O)N2CCCCC2)ccc1Cl	1%	/	/	/	/	i	0.1	2%	-6%	/
COC(=O)c1cc(=O)n(Cc2ccc3c(c2)OCO3)c(=Nc2ccc(F)cc2)s1	16%	1.2	6%	1.4%	0%	i	2.7	-6%	-3%	-1.5%
CCN(CC)S(=O)(=O)c1ccc(N2CCCC2)c(NS(=O)(=O)c2ccc([N+](=O)[O-])cc2)c1	2%	1.1	13%	3.4%	-5%	i	0.2	2%	0%	-0.7%
Nn1c(COc2ccccc2)nc2ccccc2c1=O	2%	1	0%	-0.5%	1%	i	0.5	5%	-3%	-1.7%
CC1(C)SC2c3ccccc3C(=O)N2[C@@H]1C(=O)NCCCN1CCOCC1 (stereo partly drawn)	15%	1.1	-1%	0.0%	-4%	i	0.9	-1%	-12%	-5.9%
Cc1ccc2oc(=O)c3cc(C(=O)N4CCN(C(=O)c5ccco5)CC4)sc3c2c1	3%	1	4%	-0.7%	0%	/	/	4%	-1%	-8.7%
OCCC1CN(Cc2cccc3nonc23)CCN1Cc1ccsc1 (stereo not drawn)	4%	/	/	/	/	i	0.4	-4%	-4%	/
O=C(N/N=C/c1ccco1)c1ccc(NC(=O)C2CC2)cc1	15%	1	7%	-0.2%	22%	i	0.8	12%	6%	0.3%
O=C(CSc1ncnc2c1nnn2Cc1ccc(F)cc1)NC1CCCC1	0%	1.1	-1%	/	4%	i	0.7	1%	-8%	-7.1%
O=P(c1ccccc1)(c1ccccc1)C(c1ccccn1)P(=O)(c1ccccc1)c1ccccc1	2%	/	/	/	/	i	0.9	7%	1%	/
COc1ccc(S(=O)(=O)NCC(=O)Nc2cccc(C)c2C)cc1OC	-1%	1	-4%	-0.2%	-1%	i	0.5	6%	2%	-4.9%
COC(=O)CC1C(=O)NCCN1C(=O)Nc1ccc(Cl)c(Cl)c1 (stereo not drawn)	8%	1	-8%	-1.6%	-4%	i	0.0	2%	-3%	-14%
c1ccc(-c2noc(-c3ccncc3)n2)nc1	1%	1.1	-3%	-3.0%	1%	i	7.7	0%	-5%	-4.5%
C=C(C)CNC(=S)N/N=C/c1ccc(N2CCOCC2)cc1	10%	1	-14%	-1.7%	3%	i	0.2	-14%	7%	-2.9%
Cc1ccc(C)c(Cc2c(C)nc(C)[nH]c2=O)c1	-5%	1.1	3%	-0.9%	18%	i	0.9	-4%	-8%	-2.8%
COc1ccc(-c2ncccc2OC(=O)C23CC4CC(CC(C4)C2)C3)cc1	1%	1.1	0%	5.5%	-5%	i	0.6	-8%	-2%	0.8%
N#CC1=C(N)N(c2ccc(F)cc2)C(=O)C1	2%	1	8%	-3.0%	4%	i	0.5	-5%	0%	-2.7%
CC(C)(C)n1nnnc1C(c1ccc(Cl)cc1)N1CCSCC1 (stereo not drawn)	6%	1.1	1%	-0.2%	4%	i	1.2	2%	-4%	-0.9%
CC(C)CCOCC1CC2(CC(C)(c3csc(N)n3)OC2=O)C(=O)O1 (stereo not drawn)	0%	0.9	-2%	-1.1%	-5%	i	0.4	13%	9%	-1.5%
COc1cc2c(cc1OC)CN(Cc1cc(OC)c(O)c(OC)c1)CC2	-5%	1	23%	0.4%	70%*	i	0.5	1%	-1%	-3.5%
COc1cc(-n2nnnc2SCC(=O)N2CCN(c3ccc(F)cc3)CC2)c(OC)cc1Cl	-4%	1.1	7%	-2.1%	3%	i	0.3	1%	-3%	-2.6%
